# TEAD-YAP block: TEAD-YAP interaction inhibition, primary screen, TEAD-YAP interaction inhibitor project, luminescence, HEK-TIYL cells. hit rate 1.4% among 640,000. inhibition, % at 9.12 µM. TEAD-Gal4/YAP UAS-luciferase luminescence; in the data active means inhibition above about 32%;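 further: 0% = median of test compound wells and 100% = reference inhibitor wells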
# MITF inh: MITF inhibitors, primary screen, biochemical, AlphaScreen, human | AlphaScreen MITF homodimerization, bead proximity signal | inhibition, % at 2.6 µM | hit rate 0.91% among 650,000 | AID 1259374, 2018; in the data active means inhibition above about 50%;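 further: 0% = vehicle wells with protein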
# Target sequence (O75030 whole entry, looked up): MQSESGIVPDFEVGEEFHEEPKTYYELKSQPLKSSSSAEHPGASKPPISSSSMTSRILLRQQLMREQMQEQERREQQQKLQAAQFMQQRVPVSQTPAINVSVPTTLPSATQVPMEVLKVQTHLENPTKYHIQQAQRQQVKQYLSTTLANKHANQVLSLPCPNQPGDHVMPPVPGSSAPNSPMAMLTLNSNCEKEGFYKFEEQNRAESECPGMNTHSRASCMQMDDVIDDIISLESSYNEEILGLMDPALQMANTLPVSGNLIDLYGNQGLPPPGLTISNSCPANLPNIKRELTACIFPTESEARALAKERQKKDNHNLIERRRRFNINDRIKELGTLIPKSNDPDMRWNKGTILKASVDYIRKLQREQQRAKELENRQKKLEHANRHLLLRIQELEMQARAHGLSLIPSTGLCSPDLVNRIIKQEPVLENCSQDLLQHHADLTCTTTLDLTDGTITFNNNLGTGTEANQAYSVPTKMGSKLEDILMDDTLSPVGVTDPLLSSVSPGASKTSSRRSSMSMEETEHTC
# FBW7 activator: FBW7 E3 ligase activators, primary screen, biochemical, AlphaScreen, human; AlphaScreen FBW7–phospho-cyclin E peptide binding, activator screen; normalized activity (activation), % at 26.1 µM; AID 1259310, 2017; hit rate 0.13% among 650,000; in the data active means normalized activity above about 1.9%;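 further: purified mutant Fbw7 with reduced substrate affinity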
# GPR151 ag: activators of human GPR151, primary screen, cell-based, PathHunter beta-arrestin, luminescence; PathHunter beta-arrestin GPR151 cells; activation, % at 11.2 µM; hit rate 1% among 650,000; AID 1508602, 2020; in the data active means activation above about 4.9%;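 further: 0% = median of compound wells and 100% = cells with positive control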
# Target sequence (Q8TDV0 whole entry, looked up): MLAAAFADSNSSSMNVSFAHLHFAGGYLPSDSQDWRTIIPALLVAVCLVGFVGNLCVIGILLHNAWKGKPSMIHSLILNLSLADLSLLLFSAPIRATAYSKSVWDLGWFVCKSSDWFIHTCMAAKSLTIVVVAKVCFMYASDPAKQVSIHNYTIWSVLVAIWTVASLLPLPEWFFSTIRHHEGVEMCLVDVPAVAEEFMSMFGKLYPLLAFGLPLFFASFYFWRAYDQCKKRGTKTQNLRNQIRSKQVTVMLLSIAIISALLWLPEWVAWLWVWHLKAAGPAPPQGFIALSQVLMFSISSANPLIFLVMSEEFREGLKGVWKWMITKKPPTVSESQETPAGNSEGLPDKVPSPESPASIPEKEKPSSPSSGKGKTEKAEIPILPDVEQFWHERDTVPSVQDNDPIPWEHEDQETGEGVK
# * marks the source's active call; other numbers are inactive results; & = joins results of further samples.
SMILES,TEAD-YAP block,MITF inh,FBW7 activator,GPR151 ag
CCOC(=O)c1ccccc1Nc1cn(C(C)=O)c2ccccc12,52*,14,0.0,0.5
O=C1NC(c2ccc(Br)cc2)Nc2ccccc21 (centres undefined),8,-5,0.3,0.2
CCCCOc1ccc(S(=O)(=O)Nc2ccc(OCC)cc2)cc1,12,10,0.4,1.7
c1ccc(C2C3=C(CCCC3)SC3=C2CCCC3)cc1,7,70*,-0.2,0.4
O=C1NC(c2cc(Br)ccc2O)Nc2sc3c(c21)CCCC3 (centres undefined),5,2,0.0,-0.8
Cc1cc(C)n(-c2ccc(N3CCC(C(=O)N4CCc5ccccc54)CC3)nn2)n1,-11,10,0.2,-0.8
CCC(C)N=Cc1c(C)[nH]n(-c2ccccc2)c1=O (centres undefined),-5,14,0.8,-0.9
COc1ccc2c(c1)CC(c1nc3ccccc3c(=O)[nH]1)CO2 (centres undefined),-2,-1,-0.2,1.4
CCCNS(=O)(=O)c1ccc(F)c(C(=O)Nc2ccc(Cl)cc2)c1,8,6,-0.3,-0.9
O=C(O)CC1N=C(Nc2nc3ccccc3s2)NC1=O (centres undefined),-2,-14,-0.1,2.3
Cc1ccc(C(=O)Nc2nc(-c3ccc(F)cc3F)cs2)o1,12,3,0.0,3.5
C=CCNc1nc(Nc2ccc(OC)cc2)nc(OCC)n1,-3,4,0.3,-0.6
CCOc1ccccc1/C=C1N=C(/C=C/c2ccc(Cl)cc2)OC/1=O,3,-4,0.0,-1.3
CCCNC(=S)NC(=O)c1ccc(C)c([N+](=O)[O-])c1,-12,-7,-0.1,1.2
COCCCNC(=S)N1CCN(c2nc(-c3ccc(F)cc3)cs2)CC1,5,3,-0.1,1.7
Oc1[nH]c2ccccc2c1C=NCc1ccccn1,-16,9,0.0,-0.9
Cc1c(-c2ccc([N+](=O)[O-])o2)[n+](=O)c2c(n1[O-])CCCC2,2,-3,-0.1,0.0
CO/N=[N+]([O-])/C=C/c1cccc2ccccc12,-14,9,0.3,-1.0
COc1ccc(C)cc1S(=O)(=O)NC1CC1,6,-2,-0.1,-0.4
Cc1ccccc1Cn1c(=O)c2c(nc3n2CC(C)CN3c2ccccc2)n(C)c1=O (centres undefined),-7,9,-0.2,2.6
COc1ccc(C2/C(=C(/O)c3ccc(Cl)cc3)C(=O)C(=O)N2CCO)cc1OC (centres undefined),-1,8,-0.1,-1.3
Cc1ccc(-n2c(C)cc(C=O)c2C)cc1Cl,10,13,0.1,1.9
COc1ccccc1NC(=O)c1sc(=S)n(-c2cc(C)ccc2F)c1N,-6,27,-0.4,0.8
COc1ccc(S(=O)(=O)N(C(C)=O)c2ccc3oc4c(c3c2)CCCC4)cc1[N+](=O)[O-],5,3,-0.1,0.0
CC(=O)Nc1ccc(NC(=O)c2cc3c(=O)n4ccccc4nc3n2C)cc1,1,-4,-0.2,0.1

# The list continues:
SMILES,TEAD-YAP block,MITF inh,FBW7 activator,GPR151 ag
CC(=O)Nc1ccc(-c2cn[nH]c2)cc1OC[C@@H]1CCCN1Cc1ccccc1,-2,-1,-0.1,-0.8
COc1ccc(S(=O)(=O)n2nc(C)c(Sc3ccc(Cl)cc3)c2C)cc1,2,8,-0.1,-0.3
OC(COc1ccccc1Br)CN(Cc1ccccc1)Cc1ccccc1 (centres undefined),0,-8,0.0,0.1
CCOc1ccccc1-n1c(SCC(=O)N2CCOCC2)nnc1-c1ccoc1C,-3,5,0.1,0.4
O=C(O)C(NC(=O)c1ccccc1)=C1C=C(c2ccccc2)OC(c2ccccc2)=C1,1,8,-0.1,2.5
CCCOc1cc(O)c(-c2n[nH]c(C)c2Oc2ccccc2)cc1CC,-4,-9,-0.1,0.8
O=C1NC(C(F)(F)F)(C(F)(F)F)N=C2SC3=C(CCCC3)N12,5,9,0.3,0.4
COC(=O)c1cc(NS(=O)(=O)c2ccc(N3CCOCC3)c(N3C(=O)C4C5C=CC(C5)C4C3=O)c2)cc(C(=O)OC)c1 (centres undefined),-2,-21,-0.2,0.9
CCOc1cccc(-c2n[nH]c(=S)n2C)c1,6,-2,-0.1,0.8
O=C(NCc1cccc(C(F)(F)F)c1)c1cccc(Nc2ccccn2)n1,7,17,0.2,-0.2
CCN1C(=O)c2cccc3c(N4CCOCC4)ccc(c23)C1=O,-35,-11,0.2,2.3
Cc1ccccc1-c1nc(CN2CCC(C(=O)NCc3ccc4c(c3)OCO4)CC2)c(C)o1,7,-4,0.4,-1.2
CCc1ccc(C2C(C#N)=C(N)N(c3cc(Cl)cc(Cl)c3)C3=C2C(=O)CCC3)s1 (centres undefined),11,20,0.1,1.9
COC(=O)c1cc(C(=O)OCC(=O)NCC(C)C)cc([N+](=O)[O-])c1,6,-1,-0.1,-0.4
Cc1nc2sccn2c(=O)c1S(=O)(=O)N(C)C1CCCCC1,-9,4,-0.1,-0.4
COc1ccccc1N1CCN(C2CCCN(C(=O)CN3CCCCC3=O)C2)CC1 (centres undefined),-4,9,0.1,0.0
O=C1CN(c2ccccc2)C(=O)N1,3,-1,0.1,-0.5
COc1ccc(C2(O)CSC3=C(C#N)C(c4cccc(F)c4)CC(=O)N32)cc1 (centres undefined),-17,5,0.1,0.8
Cc1cccc2sc(NC(=O)c3ccc(C(=O)c4ccccc4)cc3)nc12,-4,-3,0.0,-0.8
CCOC(=O)c1sc2nc(Cc3ccccc3)nc(N3CCN(c4ccccc4F)CC3)c2c1C,-10,-8,-0.1,0.4
CCn1nnnc1SCC(=O)N1CCc2ccccc21,0,5,0.0,2.1
CCOc1ccc(NC(c2ccccc2)P(=O)(OC)OC)cc1 (centres undefined),-10,-5,-0.3,-0.8
COc1ccc(O)c(CNn2c(-c3ccc(Br)cc3)nc3ccccc3c2=O)c1,4,6,-0.2,-0.1
Cc1ccc(N2C(=O)c3sc4nnc(-c5ccccc5)c(=O)n4c3C2=O)cc1,9,1,-0.3,2.4
CC/C(=N\Nc1ccc(S(=O)(=O)N(CC)CC)cc1[N+](=O)[O-])c1ccc(O)cc1,6,11,-0.3,1.0

# The results go on:
SMILES,TEAD-YAP block,MITF inh,FBW7 activator,GPR151 ag
CN(C)CCCN1c2ccccc2Sc2ccc(Cl)cc21,-9&4,15&2&24&25,-0.1&-0.2&0.1&0.1,0.1&-0.3&-2.0&0.0
Cc1ccc(-c2cc(C(=O)Nc3ccc(Br)cc3F)c3ccccc3n2)o1,0,-4,0.2,-1.8
O=C1CC(c2ccccc2)CC2=C1C(c1ccc(Cl)cc1)Nc1ccc(C(=O)c3ccccc3)cc1N2 (centres undefined),-3,4,0.0,-0.3
Cc1ccc(OCC(=O)Nc2ccc(S(=O)(=O)N3CCCCC3)cc2)c(Br)c1,8,-5,-0.1,-0.4
CCOc1ccc(-n2cc(C(=O)N3CCN(c4ccccc4)CC3)c3cc(OC)c(OC)cc3c2=O)cc1,4,-1,-0.1,2.2
O=c1[nH]nc(-c2ccc(F)cc2)c2ccccc12,-6,-13,-0.1,-0.4
Fc1ccc(-n2ncc3c(Oc4ccc(Cl)cc4)ncnc32)cc1,42*,8,-0.1,0.1
COC(=O)CCCNC(=O)CC1C(=O)NCCN1Cc1ccccn1 (centres undefined),-6,10,-0.2,1.6
Cc1[nH]nc2c1C(c1cccs1)C1=C(CCCC1=O)N2 (centres undefined),0,-3,-0.1,-1.4
CC(=O)Oc1ccc2c(=O)c(N3C(=O)c4ccccc4C3=O)c(C)oc2c1,8,4,0.2,-0.4
COc1ccccc1C1CC(c2ccc(C(C)C)cc2)Nc2ncnn21 (centres undefined),-8,21,0.3,0.6
CC(=O)c1ccccc1-c1ccc2c(c1)CC(CNC(=O)CCc1cccnc1)O2 (centres undefined),16,-3,0.2,2.2
CC1(C)OC(=O)N2Cc3cccc[n+]3CC21O (centres undefined),3,13,-0.2,1.3
O=S(=O)(Nc1ccc2c(c1)ncn2-c1ccccc1)c1ccccc1,-63,13,1.5,-0.7
CSc1cccc(NC(=O)c2cc(=O)c(OCc3ccc(F)cc3)c[nH]2)c1,-3,-5,-0.1,-1.1
O=C(O)CC(NS(=O)(=O)c1ccc(F)cc1F)c1ccc(F)cc1 (centres undefined),-15,8,0.0,0.3
Cc1cc(C)c(S(=O)(=O)NCCOC23CC4CC(CC(C4)C2)C3)c(C)c1,-14,5,-0.1,-0.6
CC12CCC(C(=O)Nc3cccnc3)(C(=O)C1=O)C2(C)C (centres undefined),-4,-9,-0.2,1.4
Cc1ccc(N(CCCCN2C(=O)c3ccccc3C2=O)C(=O)c2ccc(Br)cc2)cc1,14,-4,-0.1,2.4
CC(C)(C)c1ccc(-c2noc(CCC(=O)NC3CCCC3)n2)cc1,64*,8,-0.1,0.7
CC(=O)c1c(C)[nH]c(C(=O)N2CCN(c3ccc(F)cc3)CC2)c1C,-3,-1,-0.1,0.0
CCC(C)(C)n1nnnc1C(c1cc(OC)c(OC)c(OC)c1)N1CCC(C(N)=O)CC1 (centres undefined),6,12,-0.1,2.2
COc1ccc(C(C)=O)cc1CSc1nc2ccccc2c(=O)n1CCN1CCOCC1,11,19,0.1,-0.4
O=C(Nc1ccc2c3c(cccc13)CC2)c1ccco1,-34,14,1.5,-1.0
CC(C)c1ccc(NS(=O)(=O)c2ccc3c(c2)CC(=O)N3)cc1,0,-7,-0.2,0.7

# Structural class, those above containing an NH in an aromatic ring
SMILES,TEAD-YAP block,MITF inh,FBW7 activator,GPR151 ag
CCC(C)N=Cc1c(C)[nH]n(-c2ccccc2)c1=O (centres undefined),-5,14,0.8,-0.9
COc1ccc2c(c1)CC(c1nc3ccccc3c(=O)[nH]1)CO2 (centres undefined),-2,-1,-0.2,1.4
Oc1[nH]c2ccccc2c1C=NCc1ccccn1,-16,9,0.0,-0.9
CC(=O)Nc1ccc(-c2cn[nH]c2)cc1OC[C@@H]1CCCN1Cc1ccccc1,-2,-1,-0.1,-0.8
CCCOc1cc(O)c(-c2n[nH]c(C)c2Oc2ccccc2)cc1CC,-4,-9,-0.1,0.8
CCOc1cccc(-c2n[nH]c(=S)n2C)c1,6,-2,-0.1,0.8
O=c1[nH]nc(-c2ccc(F)cc2)c2ccccc12,-6,-13,-0.1,-0.4
Cc1[nH]nc2c1C(c1cccs1)C1=C(CCCC1=O)N2 (centres undefined),0,-3,-0.1,-1.4
CSc1cccc(NC(=O)c2cc(=O)c(OCc3ccc(F)cc3)c[nH]2)c1,-3,-5,-0.1,-1.1
CC(=O)c1c(C)[nH]c(C(=O)N2CCN(c3ccc(F)cc3)CC2)c1C,-3,-1,-0.1,0.0

# Additional records follow.
SMILES,TEAD-YAP block,MITF inh,FBW7 activator,GPR151 ag
Brc1nc(-c2ccccc2)n2ccccc12,-8,-18,-0.1,-1.4
Cc1ccc(NC(=O)C2CC2)c([N+](=O)[O-])c1,-11,-4,-0.2,1.3
Fc1ccc(Nc2ncnc3c2nc2n3CCCCC2)cc1,-46,15,0.0,-0.3
Cc1ccc(C(=O)N2CCC(C)CC2)c(Cl)c1,-5,-5,-0.1,-0.5
O=C(O)Cn1ncc2ccsc2c1=O,-3,-17,0.1,3.1
CC1(C)CC(n2c(SCC#N)nc3c(c2=O)C2(CCCC2)Cc2ccccc2-3)CCO1 (centres undefined),3,5,-0.1,0.7
CC(=O)Nc1sc(/C(C#N)=C/c2cccc(O)c2)nc1-c1ccc(C)cc1,-5,-11,0.0,2.4
Cc1ccc(N2CC(C(=O)OCc3ccc(Br)cc3)CC2=O)cc1[N+](=O)[O-] (centres undefined),3,15,0.1,0.2
COc1cc(C2C(C#N)=C(N)Oc3n[nH]c(-c4ccc(Cl)c(Cl)c4)c32)ccc1OC(C)=O (centres undefined),12,-6,-0.5,0.3
CN(C)S(=O)(=O)c1ccc(N2CCOCC2)nc1,4,19,-0.1,-1.6
CCOC(=O)c1c(NC(=O)COc2ccc(Cl)cc2Cl)sc2c1CCC2,1,-2,0.1,0.0
O=C1c2ccccc2C(=O)N1CCCCN(C(=O)c1cccc(Cl)c1)c1ccc(Cl)cc1,-3,-11,0.6,-0.3
CCOc1ccccc1NC(=O)c1c(NC(=O)c2cccs2)sc2c1CCCC2,-6,-13,0.1,0.1
Cc1ccc(Nc2nc(N3CCCC3)nc(N3CCCC3)n2)cc1,5,8,0.1,-0.6
COc1cc(C(N)=O)cc(Cl)c1OC,2,8,0.0,-0.7
Cc1cccc2c1N(C)/C(=C/c1cccc[n+]1C)C=C2,9,-3,0.0,1.8
CN(c1ccc(CN2C(=O)c3ccccc3C2=O)cc1)S(C)(=O)=O,6,7,0.2,2.1
Nc1cc(=O)[nH]c(SCC(=O)Nc2nc(-c3cccc(Br)c3)cs2)n1,5,9,0.0,-0.4
CC1=C(C(=O)OCCc2ccccc2)C(c2cc3c(cc2[N+](=O)[O-])OCO3)C2=C(CC(c3ccccc3)CC2=O)N1 (centres undefined),-17,4,-0.3,0.4
CN(C)/C=N/c1nc2ccc3c(c2s1)CCCC3,-79,6,0.1,1.1
CCOc1ccc(/C=c2/sc3nc4c(C)c(C)ccc4n3c2=O)cc1OC,-8,0,0.1,1.2
O=C(COC(=O)c1ccc[n+]([O-])c1)Nc1ccc(I)cc1,5,8,0.1,-0.2
CCC(=O)OCCn1c(=O)c2ccccc2c2ccccc2c1=O,6,15,0.0,-1.2

# Source: PubChem BioAssay
